Source: PubChem (several laboratories)
sPLA2-III inh – Inhibits HGIII-sPLA2 liposome hydrolysis, primary screen; Q9NZ20; QFRET BODIPY PC-A2 liposome hydrolysis, fluorescence; inhibition, % at 12.2 µM; hit rate 0.56% among 370,000; AID 743126;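 active = inhibition above mean plus 3 SD of compounds lying within the high and low control bounds, cut at about 19% in these data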;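 also: 0% = median of test compound wells and 100% = no enzyme DMSO wells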
GC-B act – GC-B (human) receptor activation; P20594; HEK293-GC-B cells, CNP EC30, cGMP TR-FRET; 0% at EC30 CNP, 100% saturating CNP; activation, % at 10 µM; hit rate 0.11% among 370,000; AID 1920062;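 active = activation at 10 µM reaching about 35% in either raw or pattern-adjusted values, limit read from the data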
ARFGAP1 inh – rat ARFGAP1 inhibition | Q62848 | Arfgap1-stimulated ARF1 GTP hydrolysis, GDP FP detection | inhibition, % at 16.5 µM | hit rate 0.26% among 360,000 | AID 651572;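 active = inhibition above a per-plate limit, mean inhibition of low control wells plus 3 SD, cut at about 25% in these data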;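 also: 0% = DMSO wells with enzyme and 100% = wells lacking Arfgap1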
Target sequence (Q62848 1-136 limits assumed): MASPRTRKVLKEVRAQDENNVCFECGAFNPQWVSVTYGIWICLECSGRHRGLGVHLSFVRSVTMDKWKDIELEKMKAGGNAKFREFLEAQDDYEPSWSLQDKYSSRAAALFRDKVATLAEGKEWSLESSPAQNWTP
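Repeats: one replicate per compound; assay system: rat Arfgap1 catalytic domain, aa 1-136; times: enzyme reaction 120 min at 25 °C after 20 min preincubation; detection: FP of antibody-bound GDP Alexa 633 tracer, ex 620/em 688 nm; benchmarks: high control wells lacking Arfgap1, low control full reaction with DMSO; reagent: human ARF1(Δ1-17)-GTP substrate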
ADAM10 inh – ADAM10 inhibition, QFRET primary screen. O14672. recombinant ADAM10, EDANS/DABCYL FRET peptide cleavage, 3 h. inhibition, % at 7 µM. hit rate 0.62% among 370,000. AID 720582;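 active = inhibition above a per-campaign cutoff equal to the mean of compounds falling between control-based bounds plus 3 SD, cut at about 20% in these data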;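 also: 0% = DMSO wells while the 100% control is not disclosed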
NPR1 activator – GC-A (human) enzyme activation. hit rate 0.14% among 370,000. HEK293 GC-A cells, cGMP TR-FRET, EC30 ANP; 0% at EC30 ANP, 100% saturating ANP. activation, % at 10 µM; in the data active = activation above about 40%
proKLK7 act – activates the human kallikrein-7 zymogen | P49862 | purified proKLK7, EDANS-DABCYL substrate fluorescence; 100% is mature enzyme control, 0% vehicle | activation, % at 7 µM | hit rate 0.9% among 370,000;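 active = activation above the mean of all tested compounds plus 3 SD, computed per campaign excluding outliers beyond control limits, cut at about 13% in these data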
Target sequence (P49862 whole entry, looked up): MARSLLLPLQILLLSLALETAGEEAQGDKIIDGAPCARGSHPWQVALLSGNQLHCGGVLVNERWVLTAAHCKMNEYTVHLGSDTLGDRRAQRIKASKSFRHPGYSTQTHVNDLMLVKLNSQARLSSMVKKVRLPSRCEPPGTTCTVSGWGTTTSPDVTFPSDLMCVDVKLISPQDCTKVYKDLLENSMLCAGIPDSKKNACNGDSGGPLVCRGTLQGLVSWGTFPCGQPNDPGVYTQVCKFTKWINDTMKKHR
ASAP1 GAP inh – blocks human ASAP1-stimulated Arf1 GTP hydrolysis; Q9ULH1; GDP FP detection; inhibition, % at 16.5 µM; hit rate 0.19% among 360,000; AID 624377; in the data active = inhibition above about 25%;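 also: 0% = vehicle with enzyme and substrate and 100% = no enzyme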
rCAG binder – binds r(CAG) RNA repeats. r(CAG) RNA repeat, TO-PRO-1 dye displacement fluorescence. inhibition, % at 3 µM. hit rate 1.3% among 370,000. AID 651821;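 active = inhibition above the plate cutoff, the mean of all test compounds on that plate plus 3 SD, cut at about 35% in these data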;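 also: 0% = DMSO alone and 100% = 100 µM mitoxantrone as full dye displacement; higher means more dye released from RNA so lower well fluorescence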
DDE Tn6 FP inh – disrupts Tn6 cyclic peptide binding to fibrin D-Dimer-E complex. P02675. Fibrin DD(E) TRITC-Tn6 fluorescence polarization displacement. inhibition, % at 8.3 µM. hit rate 0.21% among 370,000. AID 720509;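 active = inhibition above a per-campaign cutoff: mean of compounds within control limits plus 3 SD, cut at about 15% in these data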;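 also: 0% = median of all compound wells on the plate and 100% = blocking peptide control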
Target sequence (P02675 whole entry, looked up): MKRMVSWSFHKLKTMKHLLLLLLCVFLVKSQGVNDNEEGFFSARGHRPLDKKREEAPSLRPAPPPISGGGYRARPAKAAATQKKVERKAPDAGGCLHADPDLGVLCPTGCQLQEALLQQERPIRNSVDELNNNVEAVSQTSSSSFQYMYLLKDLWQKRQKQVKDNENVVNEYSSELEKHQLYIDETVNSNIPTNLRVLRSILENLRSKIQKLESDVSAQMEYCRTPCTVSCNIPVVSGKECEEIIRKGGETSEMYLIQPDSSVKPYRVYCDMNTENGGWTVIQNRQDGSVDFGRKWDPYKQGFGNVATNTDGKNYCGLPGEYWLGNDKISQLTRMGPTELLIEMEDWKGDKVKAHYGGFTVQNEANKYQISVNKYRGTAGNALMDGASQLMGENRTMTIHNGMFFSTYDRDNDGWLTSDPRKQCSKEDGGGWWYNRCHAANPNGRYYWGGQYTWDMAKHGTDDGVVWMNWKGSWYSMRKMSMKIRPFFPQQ
FXN GAA850 act – activators of GAA850 frataxin (FXN) promoter. HEK293 lucGAA850 FXN promoter luciferase reporter, 24 h; percent of 10 µM SAHA response. activation, % at 6 µM. hit rate 0.56% among 360,000. AID 540364;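 active = activation above the average of all compounds screened plus 3 SD, cutoff fixed separately per campaign, cut at about 7.5% in these data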;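 also: 0% = DMSO wells and 100% = 10 µM SAHA wells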
* = called active by the depositor; i = inactive; . = no result given.

SMILES	sPLA2-III inh	GC-B act	ARFGAP1 inh	ADAM10 inh	NPR1 activator	proKLK7 act	ASAP1 GAP inh	rCAG binder	DDE Tn6 FP inh	FXN GAA850 act
CCCC1(C(=O)O)NC(c2ccccc2O)C2C(=O)N(c3cccc(Cl)c3)C(=O)C21 (configuration not stated)	-3	-4	2	-8	-6	0.0	0	1	3	-0.3
Cc1ccc(-c2csc3nnc(SCC(=O)N4CCN(Cc5ccccc5)CC4)n23)cc1	-9	-3	-7	-7	0	0.7	0	4	4	-2.1
CC(=O)N/C(N)=N/c1nc(=O)c2ccccc2s1	0	-1	0	-11	-1	0.0	-7	-2	-7	2.5
O=C1[C@H]2[C@@H](/C=C/c3ccccc3)N3C(=O)CN(CC4CC4)C(=O)[C@@]3(Cc3ccccc3)[C@H]2C(=O)N1c1ccccc1	-1	1	-2	13	0	0.2	-19	-2	-7	-0.8
O=C1C2CC=CCC2C(=O)N1CNc1ccccc1 (configuration not stated)	-1	3	4	6	2	-0.2	1	-1	-3	-1.7
O=C(COC(=O)c1ccc(F)c(S(=O)(=O)N2CCOCC2)c1)NCc1ccccc1	5	-3	-2	-2	3	0.6	3	2	-7	0.8
O=C(Cc1n[nH]c(=O)c2ccccc12)Nc1ccc(-c2nnc3n2CCCCC3)cc1	3	1	0	10	-1	-0.4	9	0	1	2.3
Cc1ccc2nc(SCC(=O)Nc3ccc(Cl)cc3)nc(=O)n2c1	9	-5	18	-6	-8	0.3	24	1	0	0.0
CN(Cc1nc(-c2ccc(C(F)(F)F)cc2)no1)C1CCOCC1	1	-7	8	1	0	0.1	-11	-2	-3	0.6
O=C(NN=Cc1ccccc1Cl)c1ccccc1	2	0	-6	-13	-3	-0.2	9	2	2	1.6
CCOC(=O)c1c(C)oc2c1c(CN1CCN(CCO)CC1)c(O)c1ccccc12	-6	-1	7	-8	21	3.6	12	8	1	3.4
CCCn1nnc(NC(=O)COc2ccc(CC)cc2)n1	5	-14	5	-5	-6	0.1	-2	-2	-7	-1.7
CC(C)NC(=O)CC(=O)N/N=C/c1ccc(F)cc1	-1	-1	11	0	-3	-0.1	-1	1	1	1.3
O=C(Oc1coc(CSc2nnc(NC(=O)C3CC3)s2)cc1=O)c1ccccc1	-48	1	11	0	-6	-0.5	1	4	5	1.2
COc1cc(/C=C/C(=O)O)cc(S(=O)(=O)Nc2ccc3c(c2)CCC3)c1OC	-15	5	-8	-5	2	-0.7	-8	31	5	2.3
CCc1nc2c(c(SC)nn2-c2ccccc2)c(N)c1C(=O)OC	-1	-14	1	-7	-3	0.1	5	1	2	2.1
O=c1[nH][nH]c2c1[C@H](c1ccc(Cl)cc1)O[C@H](C1CC1)C2	5	2	9	-19	-1	0.3	13	7	-4	.
CSc1nc2nc(-c3cccc(C(F)(F)F)c3)ccn2n1	0	2	7	4	0	0.1	10	6	5	1.0
O=C(CCn1c(=S)[nH]c2ccccc2c1=O)N1CCCCC1	9	-7	-16	0	-5	0.7	-8	-1	-1	2.6
CC(=O)N(Cc1cc(=O)[nH]c2ccccc12)c1ccccc1C	6	-1	17	-4	-2	0.4	-14	3	-3	2.4
CC(C)(C)c1ccccc1OCC(O)CN1CCN(c2ccccn2)CC1 (configuration not stated)	11	-1	-18	20	0	0.3	2	-6	-1	-0.3
Cc1ccc(C2=NS(=O)(=O)N(C)C(C(=O)Nc3cc(C)n(CC(=O)N4CCCCC4)n3)=C2)cc1	4	1	-4	13	-2	0.1	-3	4	2	0.7
CC(=O)CSc1nnc(CN2C(=O)CSc3ccc(C(F)(F)F)cc32)n1C	-12	0	1	8	-3	-0.1	6	0	-11	0.4
CN1CCN(S(=O)(=O)c2cccc(S(=O)(=O)c3ccc(Cl)cc3)c2)CC1	1	-3	9	-3	0	-0.3	7	-3	-5	0.9
Brc1ccccc1-n1nnc(-c2cnc3ccccc3c2)n1	4	-6	1	1	1	0.1	-4	5	0	4.0
Cc1cc(-c2ccc(C(C)C)c(S(=O)(=O)N3CCC(C)CC3)c2)on1	-2	6	11	10	1	-0.1	-11	1	-5	5.0
CCn1c(SCC(=O)c2ccc(F)cc2)nnc1-c1ccoc1C	-23	2	-5	-4	-6	0.6	-1	-3	4	0.8
CC(C(=O)Nc1cccc([N+](=O)[O-])c1)N(c1ccccc1)S(C)(=O)=O (configuration not stated)	-6	-1	6	-7	-2	0.3	5	-1	-4	1.3
CCNc1nc(NC(C)C)nc(SCCOc2ccc(C)cc2)n1	3	2	-3	24*	6	0.6	0	-3	1	3.0
CC(C)(C)OC(=O)N1CCN(C(=O)Cn2cc(CCO)nn2)CC1	8	7	-1	-5	0	0.1	-2	1	5	2.4
Cc1ccc(NS(=O)(=O)c2cccc3cccnc23)cc1Cl	-12	-8	9	-5	-13	-0.4	-6	3	-1	4.1
COc1ccc(CC2(CO)CCN(C(C)Cc3ccc(Cl)cc3)CC2)cc1 (configuration not stated)	-17	-10	11	-2	-23	0.1	-10	-8	-2	-3.8
CC(C)c1c(C(=O)N/N=C/c2ccco2)nnn1-c1nonc1N	0	-1	0	-3	3	-0.3	-3	-1	4	-0.1
COc1ccccc1NC(=S)NC1CCCCCC1	14	6	-8	-4	3	-0.2	-9	-4	-2	0.1
Cc1cc(Br)ccc1NC(=O)CNC(=O)c1cnn(C)c1	-1	1	-12	0	2	0.8	1	1	-3	1.0
O=C(/C=C/c1cccs1)N1CCC2(CC1)Oc1ccc(Cl)cc1C(=O)C21CC(c2cccnc2)=NO1 (configuration not stated)	-6	9	-2	5	0	0.7	-2	4	3	-3.2
Cc1ccc(-c2nc3ccccc3o2)cc1NC(=S)NC(=O)c1cc2ccccc2o1	2	0	7	-1	5	-0.2	-5	4	2	3.3
O=C(CCCCCNC(=O)c1ccccc1)N/N=C/c1ccccc1O	-1	-2	-3	-31	-1	-18	-5	-4	-2	2.7
Cc1nc(SCC(=O)Nc2ccc3c(c2)OCCO3)c2oc3ccccc3c2n1	-2	6	-9	0	5	0.8	20	4	-3	1.9
Cn1c(=O)nc2n(Cc3ccccc3)c3ccccc3cc-2c1=O	0	-1	5	i	5	8.5	0	5	1	-0.2
O=S(=O)(O)c1cccc(N=Nc2c(O)ccc3ccccc23)c1	-2	-13	-6	8	1	-0.7	3	38*	-13	1.1
CN(Cc1cnccn1)C(=O)CC1C(=O)NCCN1CC(c1ccccc1)c1ccccc1 (configuration not stated)	-3	-3	-8	-23	-6	0.4	-4	-4	10	0.7
O=C(COC(=O)/C=C/c1ccc(Cl)cc1Cl)Nc1ccc2c(c1)OCCO2	-3	-6	5	4	9	0.5	13	-1	2	0.6
Cc1cc(C)c(S(C)(=O)=O)c(Oc2cccc(Cl)c2)n1	4	5	-2	-7	1	0.1	6	1	-5	0.6
O=C(NCCc1ccc(F)cc1)c1ccc([N+](=O)[O-])cc1	3	2	-5	4	2	-0.1	-7	-6	1	5.0
O=C(CN1C(=O)c2ccc([N+](=O)[O-])cc2C1=O)NC1CCCCCC1	7	-3	4	-2	-4	-0.3	-1	1	6	-0.2
CC(C)(C)OC(=O)N(CCc1ccccc1)Cc1cccc(OCc2cccc(NC(=O)C3CCC3)c2)c1	-15	-1	5	6	2	0.7	8	9	-2	-1.3
O=C(Cc1ccc(NC(=O)C2CCCN(C(=O)c3ccccc3)C2)cc1)Nc1cccc(C(=O)N2CCCC2)c1 (configuration not stated)	-10	3	2	6	4	0.1	13	3	5	.
COc1ccc(CC(=O)N2CCNC2=O)cc1	2	6	1	-8	1	-1.4	7	-3	3	-0.4
COc1ccccc1N1CCN(C2CCCN(C(=O)c3csc(C)n3)C2)CC1 (configuration not stated)	7	-3	8	9	0	0.8	-6	-2	-5	2.6
Cc1nc(SCC(=O)NC(C)(C)C)c2c(-c3cccs3)csc2n1	0	-5	-2	2	0	-0.3	4	-5	0	0.7
COc1ccc([N+](=O)[O-])cc1NC(=O)C(C)OC(=O)C1CCC1 (configuration not stated)	9	-5	0	-5	1	0.7	2	-1	1	2.2
CCCCCC(O)(c1ccc(OCC)cc1)C(CN1CCOCC1)c1ccccc1 (configuration not stated)	-7	-4	11	8	-26	-0.8	11	-7	2	-0.2
CC(C)CCNC(=O)COc1ccc(N(C)S(=O)(=O)c2ccc(F)cc2)cc1	-3	3	14	0	-3	-0.6	4	-7	3	0.6
O=C(COc1ccc2ccc(=O)oc2c1)N1CCc2ccccc21	-4	1	8	-24	-4	-0.2	-1	0	0	-1.1
C=CCNc1cc(F)ccc1S(=O)(=O)NCC=C	-4	4	-7	-1	-1	-0.6	-6	2	11	-0.5
O=C(N/N=C\C=C\c1ccc2c(c1)OCO2)c1cccnc1	-5	-1	-5	-35	-4	0.2	-13	0	3	3.4
CC(=O)c1sc(N/N=C\c2ccc(C)cc2)nc1C	5	-12	8	-24	-7	-0.3	6	6	-7	4.1
COCCn1c(=O)[nH]c(=O)c2c1nc(-c1ccc(-c3ccc(Cl)cc3[N+](=O)[O-])o1)n2Cc1ccccc1	-5	2	-3	-121	20	-4.5	-1	22	-8	3.3
COc1ccc(CC(=O)OCC(=O)NCc2ccccc2Cl)cc1	2	-5	-5	-8	3	0.9	-10	-8	-4	0.8

Some entries already given with just ADAM10 inh and FXN GAA850 act.
Structure	ADAM10 inh	FXN GAA850 act
CCOC(=O)c1c(C)oc2c1c(CN1CCN(CCO)CC1)c(O)c1ccccc12	-8	3.4
CCCC1(C(=O)O)NC(c2ccccc2O)C2C(=O)N(c3cccc(Cl)c3)C(=O)C21 (configuration not stated)	-8	-0.3
O=C(COC(=O)/C=C/c1ccc(Cl)cc1Cl)Nc1ccc2c(c1)OCCO2	4	0.6

More records.
SMILES	sPLA2-III inh	GC-B act	ARFGAP1 inh	ADAM10 inh	NPR1 activator	proKLK7 act	ASAP1 GAP inh	rCAG binder	DDE Tn6 FP inh	FXN GAA850 act
CCOc1ccc(NC(=O)CCN2C(=O)C3CCCCC3C2=O)cc1OCC (configuration not stated)	3	1	15	-4	-2	0.3	11	-5	-3	0.4
CCOc1ccccc1NC(=O)CSc1ccc2nnc(-c3cccnc3)n2n1	-3	-8	-1	1	-5	0.1	-5	-2	4	0.5
O=C(CCCc1ccccc1)Nc1ccnn1C1CCN(Cc2ccc(CO)o2)CC1	-5	3	8	1	-1	-0.1	18	-2	4	3.0
O=C(O)CCCC(=O)Nc1ccccc1Br	7	5	4	11	2	0.1	-1	13	-2	1.8
Cc1ccccc1S(=O)(=O)c1c(C)cc(-c2ccccc2)[nH]c1=O	10	-2	-2	-34	1	-1.3	-2	2	0	-0.7
O=C1CC(N2CCN(C/C=C/c3ccccc3)CC2)C(=O)N1Cc1ccc(N2CCCC2=O)cc1 (configuration not stated)	-4	0	2	2	5	-0.2	2	-4	-11	-4.9
O=C(C1CCC(N2C(=O)C3CC=CCC3C2=O)CC1)N1CCCCC1 (configuration not stated)	0	0	-8	1	1	-0.7	-5	-4	-6	-0.6

Hits appear at their usual frequency. About 4.5% of those tested had a hit in this group.
